Screening data: PubChem BioAssay, several laboratories
HSP90 refold inh – HSP90 inhibitors, primary screen, cell lysate, luminescence | Rabbit reticulocyte lysate, luciferase refolding luminescence, 3 h | inhibition, % at 5.6 µM | 290,000 tested, 0.91% active | AID 1789, 2009;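 active = inhibition above the screen-wide mean plus 3 SD, computed separately per campaign, cut at about 16% in these data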;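 also: 0% = DMSO wells and 100% = 60 µM geldanamycin wells; inhibitors lower the luminescence because luciferase stays unfolded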
aSyn UTR inh – MLPCN primary screen, SNCA 5' untranslated region; 300,000 tested, 0.82% active; inhibition, % (tested at 7.5 µM); alpha-synuclein 5'UTR reporter, inhibitor activity; AID 1813, 2009; in the data active = inhibition above about 60%; inconclusive = no clear call, values can overlap the other calls;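 also: H4 neuroglioblastoma cells stably carrying SNCA 5'UTR luciferase fusion; 0% = DMSO wells and 100% = positive control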
Platelet DG rel – inhibitors of platelet dense granule secretion, primary screen, cell-based, MLPCN, human platelets | 300,000 tested, 0.22% active | inhibition, %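 (compounds screened at 7.5 µM in platelet-rich plasma)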 | AID 1663, 2009 | human platelet-rich plasma, SFLLRN dense granule ATP release, luminescence;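 active = mean replicate score, as percent of positive control, at or above 50; inconclusive = mean below 50 but at least one replicate at or above 50; inactive = mean and every replicate below 50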
HSF-1 act – HSF-1 activators, primary screen, NIH3T3-HGL cells, MG132 stress, luminescence, single point; NIH3T3-HGL HSF-1 luciferase reporter, 8 h; 100% = twice DMSO control signal; activation, % at 9 µM; 300,000 tested, 1.7% active;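 active = mean replicate activation of at least 50% with a set share of replicates each reaching 50%; inconclusive = only one of those two conditions met; inactive = mean below 50% and too few replicates reaching it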;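 also: 0% = median of the neutral control wells and 100% = twice that signal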
SKKanGAS inh – S. pyogenes SKKanGAS growth inhibitors in kanamycin, primary screen, streptokinase expression inhibitor project, SKKanGAS strain, BacTiter-Glo luminescence; inhibition, % at 7.5 µM; 6 h; AID 1662, 2009; 300,000 tested, 1.3% active;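 active = mean replicate score, as percent of positive control median, at least 50; inconclusive = mean below 50 but one replicate at or above 50; inactive = mean and every replicate below 50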;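 also: strain carries kanamycin resistance gene driven by streptokinase promoter and grows in 40 µg/ml kanamycin; loss of luminescence reflects streptokinase promoter inhibition or plain growth inhibition; 0% = median of DMSO wells and 100% = positive control at its reference dose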
KLF5 inhibitor – KLF5 expression inhibitors, primary screen, DLD-1 cells, luminescence. DLD-1 KLF5 promoter-luciferase reporter. 290,000 tested, 0.23% active. inhibition, % at 5 µM. AID 1700, 2009;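 active = inhibition above a per-plate limit of that plate's mean compound inhibition plus 3 SD, cut at about 60% in these data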;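 also: 0% = DMSO wells and 100% = LY294002 at 200 µM; higher means less KLF5 promoter-driven luciferase light; inactives centre near -14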
AI-2 QS mod – Vibrio harveyi AI-2 quorum sensing modulators, primary screen, JMH597 strain, luminescence/OD600 ratio. Vibrio harveyi JMH597 AI-2 luminescence/OD600 ratio, 9 h; stronger effect = lower value; strain lacks LuxN and CqsS sensors; 0 = neutral-control median. activity change, % at 7.5 µM. 300,000 tested, 0.4% active. AID 2094, 2009; in the data active = activity change below about -75%, passing the limit was not always enough; inconclusive = no clear call, values can overlap the other calls;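 also: luminescence divided by OD600 gain over 9 h not by final OD600 alone; inactives centre near 13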
HSF1 inh – HSF1 inhibitors in luciferase reporter cells, primary screen, cell-based, NIH3T3, luminescence; NIH3T3-HGL HSE-luciferase, MG132-induced, luminescence 8 h; stronger effect = lower value; activity change, negative = inhibition, % at 7.5 µM (by protocol); 300,000 tested, 0.77% active; AID 2098, 2009;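 active = more than half of replicate wells show activity change below -50%, luminescence cut by over half; inconclusive = some wells, but at most half, below -50%; inactive = no replicate well below -50%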;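 also: luciferase reports HSF-1 transcriptional activity via heat shock element; 0% = median of DMSO wells and -100% = zero luminescence signal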
IEC-6 tox – cytotoxicity in IEC-6 intestinal epithelial cells, primary screen, cytotoxicity control for KLF5 inhibitor project, cell-based, luminescence. IEC-6 cytotoxicity, luminescence viability. inhibition, % at 5 µM. 290,000 tested, 0.78% active; in the data active = inhibition above about 22%;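 also: 0% = plate median of test compound wells and 100% = cytotoxic reference compound wells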
HIF activator – HIF pathway transcriptional activators, primary screen, cell-based, U2OS HRE-luciferase, luminescence; U2OS HRE-luciferase reporter; normalized: DMSO 0%, desferrioxamine 100%; 300,000 tested, 0.32% active; AID 1910, 2009; activation, % at 7.5 µM (by protocol);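 active = mean activation of at least 10% of the iron chelator positive control signal, with at least half of replicates also reaching 10%; inconclusive = mean and replicate majority disagree about reaching 10%; inactive = mean and most replicates under 10%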
* marks the source's active call; other numbers are inactive results; ? = inconclusive; . = no result given.

SMILES	HSP90 refold inh	aSyn UTR inh	Platelet DG rel	HSF-1 act	SKKanGAS inh	KLF5 inhibitor	AI-2 QS mod	HSF1 inh	IEC-6 tox	HIF activator
CCc1cc2cc3c(cc2nc1SCC(=O)Nc1cc(OC)c(OC)cc1C(=O)O)OCO3	-1	-1	12	-4	26	-21	15	-4	-5	-0.4
N#Cc1ccc(NCCc2ccccn2)c([N+](=O)[O-])c1	1	46	10	25	11	-26	11	13	0	0.1
CN(C)c1cc[n+](CC(=O)Nc2cc(C(F)(F)F)ccc2Cl)cc1	2	9	-5	1	-4	-11	-15	9	-5	0.3
CCOC(=O)c1ccc(OCc2c(C)noc2C)cc1	0	-6	.	-3	5	6	11	5	3	1.2
CCn1c(C(O)c2ccc3c(c2)OCO3)nc2ccccc21 (stereo not given)	-2	17	-2	-1	4	-21	19	7	10	-0.7
COc1ccc2c(c1)C(=NO)c1cc(OC)ccc1-2	6	-83	-6	-6	-17	-1	11	0	11	0.8
COc1ccc(C(CCN2CCCC(C)C2)c2c(OC)cc(OC)c3c2OC(=O)CC3c2cc(OC)c(OC)c(OC)c2)cc1 (stereo not given)	.	22	0	5	0	.	13	2	.	0.0
N#Cc1nc(-c2ccc(OCc3ccccc3)cc2)oc1NCc1ccco1	3	20	2	-2	2	-13	9	9	7	-0.1
CCOC(=O)c1c(-c2ccc(OC)cc2)csc1/N=C/N(C)C	0	29	0	-3	7	18	14	1	0	0.0
CC[n+]1c(/C=C2/C=C(C)CC(C)(C)C2)sc2ccc(OC)cc21	-3	-11	3	?	3	-26	19	39	-8	0.5
CCOc1cc(/C=N/O)cc(Br)c1OC	1	21	3	18	-7	16	19	-1	2	.
Cn1c(SCc2ccc(Cl)cc2Cl)nc(C(F)(F)F)cc1=O	0	6	-1	-14	0	-16	35	-11	0	-0.3
COc1ccc(-n2cc(C(=O)c3ccc4ccccc4c3O)cn2)cc1	1	-9	7	20	14	-22	8	17	0	0.1
CN1Cc2ccccc2N(CC(=O)NCc2ccccc2)C1=O	3	2	16	-9	1	-25	-8	1	0	-0.3
Cc1ccc(N2CC(C(=O)Nc3ccc4c(c3)OCO4)CC2=O)cc1C (stereo not given)	1	-10	1	15	7	8	.	-6	0	-22
Cc1nc2c(C)cccn2c1/C(O)=C1\C(=O)C(=O)N(CCN(C)C)C1c1ccco1 (stereo not given)	1	-10	18	0	-10	0	12	0	6	-0.1
COC(=O)c1c(N2C(=O)CC(Sc3ccccc3C(=O)O)C2=O)sc2c1CCCC2 (stereo not given)	1	-3	-2	6	5	2	20	8	-6	-0.1
CCN(CC)S(=O)(=O)c1ccc(/C=C/C(=O)Nc2c(C)n(C)n(-c3ccccc3)c2=O)cc1	-1	-35	0	-4	-4	-42	13	4	1	-1.1
CCOC(=O)Cn1c(=O)oc2cc(S(=O)(=O)NCc3cccs3)ccc21	-4	13	-5	5	-5	-11	2	2	-5	-0.2
COc1ccc(OCC(=O)N(Cc2cccs2)C2CCS(=O)(=O)C2)cc1 (stereo not given)	-5	-15	6	-4	-2	-28	50	-3	-2	-0.9
COc1ccc(OC)c(S(=O)(=O)N(C)CC(=O)N2CCN(c3ccccc3F)CC2)c1	0	19	-6	4	-1	-10	25	-3	0	-0.1
O=C(NNC(=O)c1ccccc1Cl)c1cc2cc(OC(F)(F)F)ccc2[nH]1	3	-4	-5	-3	-1	6	19	2	7	-0.4
O=C(/C=C/c1ccc2c(c1)OCO2)Nc1nncs1	2	-115	19	53*	8	-44	29	22	0	2.4
COc1ccc(C(=O)/C(=C/c2cccs2)c2nc3ccccc3o2)cc1	17*	-136	-2	-10	16	-58	18	-10	-1	2.7
O=C(COc1ccccc1Cl)N1CCc2ccccc2C1	-6	-91	1	16	17	-16	-2	11	-4	0.4
New compounds follow
SMILES	HSP90 refold inh	aSyn UTR inh	Platelet DG rel	HSF-1 act	SKKanGAS inh	KLF5 inhibitor	AI-2 QS mod	HSF1 inh	IEC-6 tox	HIF activator
CCc1cc2cc(C)cc(C)c2nc1SCC(=O)Nc1cc(C)on1	-3	37	-4	-4	-4	2	-4	-3	-2	-0.2
CCCS(=O)c1nc(C)cc(C)c1S(C)(=O)=O (stereo not given)	-4	-12	10	-6	-2	-4	11	-7	2	-1.2
COc1cccc(C2Nc3c(F)cc(Br)cc3C3C=CCC32)c1OC (stereo not given)	-4	5	22	48	46	-17	9	-7	-3	-0.3
O=c1oc2ccc(Cl)cc2nc1/C=C(\O)c1ccco1	82*	-6	-8	-7	8	1	12	5	-1	-0.3
CCCCC1=NN2C(=N)CC(=O)N=C2S1	-7	-13	9	-16	5	-41	43	-2	-6	-0.1
Cc1ccc(Cn2cc(CCC(=O)O)c3ccccc32)cc1	-1	3	-10	8	1	-32	15	-9	-1	0.3
COC(=O)c1cc(C)[nH]c2c(C)cc3nc4ccccc4c3c12	0	11	5	7	9	-14	17	4	8	0.8
CCc1ccc(NC(=O)CSc2nnc(CNC(=O)c3c(F)cccc3Cl)o2)cc1	3	-1	1	6	-7	-7	27	3	-2	-0.3
CC(C)(C)NS(=O)(=O)c1ccc(CCC(=O)Nc2cc(Cl)ccc2Oc2ccccc2)cc1	6	28	10	28	18	6	26	16	-1	-0.3
N#C/C(=C\Nc1ccc2cn[nH]c2c1)c1nc(-c2ccccc2)cs1	-5	-35	-85	-56	-3	10	25	?	-2	0.4
O=[N+]([O-])c1cc(-c2cnc3ccccc3n2)ccc1Oc1ccc(Cl)cc1	1	-65	12	38	0	23	-9	10	5	1.6
CCOc1ccc(C(C)C)cc1S(=O)(=O)n1nc(C)cc1C	-4	25	-5	1	-1	-28	15	-2	-7	0.4
COC(=O)c1cc(NS(=O)(=O)c2ccc(N3CCC(C)CC3)c([N+](=O)[O-])c2)cc(C(=O)OC)c1	-2	-8	7	-4	13	1	9	-9	4	-0.1
Cc1ccc(/C=N/NC(=O)c2ccc(OC3CCCC3)cc2)o1	1	-16	-2	7	1	-26	12	-1	4	0.7
COc1ccc(-n2c(NC(=O)c3ccco3)c(C#N)c3nc4ccccc4nc32)cc1	6	3	1	-1	26	12	14	3	-1	-0.2
CC1C(C#N)=C(N)OC2=C1C(=O)CCC2 (stereo not given)	0	23	-1	3	3	6	20	-5	1	-0.2
CS(=O)(=O)N(CC(=O)Nc1ccccc1Sc1ccccc1)c1cccc(Br)c1	2	24	10	8	13	23	6	6	-1	-0.2
Cn1c(CCN2CCCCC2)nc2cc(NS(=O)(=O)c3ccc(F)cc3)ccc21	2	-3	4	-19	1	-12	1	-7	-2	1.4
O=C(c1cccc(Cl)c1)N1CCN(c2ccccn2)CC1	7	-30	-2	-15	0	-14	16	-4	5	2.8
Cc1cc(C)c2cc(C)c(SCC(=O)NCc3ccco3)nc2c1	3	25	7	17	0	-29	26	8	5	0.5
Cn1c(Cc2ccccc2)nnc1SCC(=O)NCCc1ccccc1	-1	5	0	-1	3	-6	1	-5	4	0.4
Cc1ccccc1Nc1nc2nonc2nc1N1CCOCC1	-4	12	-1	0	0	-33	18	1	-4	-12
CCCCC(=O)Nc1ccc(S(=O)(=O)Nc2nccc(C)n2)cc1	0	40	1	-10	-1	-14	20	-13	-3	-0.9
COCCN1C(=O)/C(=C/c2cc3c(cc2Br)OCO3)NC1=S	5	-23	-2	-9	17	-6	7	0	0	-0.2
CC(NCc1ccc(-c2ccccc2)cc1)C(O)c1ccccc1 (stereo not given)	-4	-35	1	-6	4	9	5	-5	20	0.4
Next section.
SMILES	HSP90 refold inh	aSyn UTR inh	Platelet DG rel	HSF-1 act	SKKanGAS inh	KLF5 inhibitor	AI-2 QS mod	HSF1 inh	IEC-6 tox	HIF activator
CC(C)(C)c1ccc(-c2nc3c(C#N)c(-c4ccc5c(c4)OCO5)ccn3n2)cc1	2	-37	7	7	14	-2	27	5	0	0.6
COc1cccc(CNC(=O)C2CCC(=O)N(CC3CCCCC3)C2)c1OC (stereo not given)	-1	19	-6	-33	-1	-29	10	-14	5	-0.5
O=C(/C=C/c1ccc(Br)o1)OCc1ccccc1	3	-22	3	48	23	-18	-28	26	1	0.4
CCOC(=O)c1c(-c2ccccc2)oc2cc(Br)c(O)c(C=O)c12	0	20	10	-48	57*	37	-12	-42	-2	2.2
O=C(CS(=O)(=O)c1ccc(Cl)c(Cl)c1)Nc1ccccc1Cl	0	12	14	8	-4	1	6	-2	0	-0.6
Cc1cnc(C(=O)OCC(=O)Nc2ccc(C)c(S(=O)(=O)N(C)C)c2)cn1	5	-8	1	7	0	4	31	-3	-6	0.0
CCOc1cc(C(=S)N2CCCC2)ccc1O	-3	2	-1	-45	-1	-29	8	-31	-3	-0.3
Cc1ccc(-c2nc3s/c(=C\c4ccco4)c(=O)n3n2)cc1	-3	-30	1	-4	-1	-12	9	-2	-8	.
CCOC(=O)c1ccc(Oc2nc(OC)nc(N(C)C)n2)cc1	-1	-9	-5	11	-1	-18	-2	-7	9	-0.3
Nc1ccc(NS(=O)(=O)c2ccccc2)cc1	-3	14	5	10	-6	-13	25	-5	-4	-0.1
O=c1[nH]c2cc3c(cc2cc1CN(CCc1ccccc1)Cc1nnnn1CC1CCCO1)OCO3 (stereo not given)	-1	-18	2	12	?	-33	.	1	-1	-0.4
O=C(c1cccc(Br)c1)N1CCN(C2=NS(=O)(=O)c3ccccc32)CC1	0	14	-2	-1	49	3	29	-1	-4	-0.1
Cc1ccc(C(C)(C)C)cc1S(=O)(=O)NC(=O)c1ccccc1	0	-11	4	-6	17	2	40	-15	-2	-0.4
COC(=O)c1ccc(C2Nc3cccc4cccc(c34)N2)cc1	4	-22	0	28	8	-35	-1	15	-9	-0.1
COc1ccccc1N(CC(=O)NCCSCc1ccccc1)S(=O)(=O)c1ccc(C)cc1	0	30	-6	22	1	-16	0	7	0	-0.4
CCOC(=O)CNC(c1ccccc1)c1cc(Br)ccc1NC(C)=O (stereo not given)	1	-24	3	14	-5	-2	11	-6	1	0.4
COC(=O)CSc1nnc(-c2ccccc2OC)o1	2	-31	-2	14	-8	-38	45	4	1	0.2
Cc1ccc(-c2nnn(CC(=O)Nc3ccccc3N3CCOCC3)n2)cc1	-1	6	3	4	1	-30	28	-2	-1	-0.7
COC1C/C(=N\O)C2OC(c3ccccc3)OCC2O1 (stereo not given)	-1	1	10	-3	-7	-17	25	-5	-2	-0.3
C/C=C1\COC(C(=O)NCc2cccc(OC)c2OC)(C(F)(F)F)C=C1C=C1CCCCC1 (stereo not given)	.	5	2	69*	17	.	31	56	.	-0.6
